# High-throughput results (PubChem BioAssay)
# Mm-Cpn inhibitor – M. maripaludis TRiC chaperonin inhibition | purified Mm-Cpn ATPase, ADP Transcreener TR-FRET | Potency, µM (titrated, usually from 76.9 µM), without a hit: at the highest dose activity, negative = inhibition, most hits filed as inhibitors | 330,000 compounds, 0.031% hits; also: potency is read from the fitted curve at half-maximal effect; % is scaled to controls: 0 for no effect and ±100 for the full control effect; nearly all actives have a fitted effect of over 80% in size
#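 Reaction buffer contained 30 mM Tris pH 7.4, 100 mM KCl, 5 mM MgCl2 and 1 mM DTT. Mm-CPN (25 nM final) hydrolysed 10 uM ATP over 30 min at 37°C; ADP was read by HTRF.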
# WRN inhibitor – blocks human WRN helicase. Potency, µM (titrated, usually from 114 µM), without a hit: at the top dose activity change, negative = inhibition, usual class: inhibitors. WRN helicase unwinding, fluorescent forked duplex, kinetic. 360,000 compounds, 0.46% hits. Q14191; also: potency is read from the fitted curve at half-maximal effect; % is scaled to controls: 0 for no effect and ±100 for the full control effect; nearly all actives have a fitted effect of over 55% in size
#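 Enzyme (20 nM final) and test compound sit together 15 min at room temperature before substrate addition. Substrate is a single-forked duplex oligonucleotide (100 nM) labelled with fluorophore and quencher, with 2 mM ATP; helicase unwinding raises red fluorescence, read kinetically.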
# EPAC1 ag – EPAC1 (human) agonism; 360,000 compounds, 0.073% hits; O95398; Potency, µM (highest dose often 154 µM), for inactives: top-dose activation, most hits filed as activators; AID 720707; EPAC1 agonist qHTS, biochemical assay; response scale: 100% = response to 6.5 mM cAMP; also: potency is read from the fitted curve at half-maximal effect; nearly all actives have a fitted effect of over 60% in size
#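 Multi-concentration qHTS readout: loss of Rap1B-bound BODIPY-GDP fluorescence driven by 100 nM EPAC1 with excess GDP (50 uM), monitored kinetically at room temperature; agonist response expressed relative to 6.5 mM cAMP.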
# CCT chaperon mod – cytosolic chaperonin activity modulation. purified chaperonin ATPase assay, HTRF ADP detection, 30 min. activity change, % (concentration not given with the values), hits read low. 360,000 compounds, 0.3% hits. AID 651819; in the data active = activity change below about -30%; also: % is scaled to controls: 0 for no effect and ±100 for the full control effect
#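 First, chaperonin was dispensed at 40 nM or 20 nM final depending on batch activity. Next, compounds were pinned at 76 uM and ATP added at 10 uM. After 30 min at 37 °C, ADP detection reagents ran 30 min at ambient temperature.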
# PLK1 PBD block – blocks phosphopeptide binding to human PLK1 polo-box domain | 360,000 compounds, 2.8% hits | Plk1 PBD binding of FITC phosphopeptide, fluorescence polarization | P53350 | Potency, µM, without a hit: max response, negative = inhibition, most hits filed as inhibitors; also: potency is read from the fitted curve at half-maximal effect; series mostly up to about 57 µM; % is scaled to controls: 0 for no effect and ±100 for the full control effect; nearly all actives have a fitted effect of over 65% in size
# Target sequence (P53350 whole entry, looked up, the tested form may be a part): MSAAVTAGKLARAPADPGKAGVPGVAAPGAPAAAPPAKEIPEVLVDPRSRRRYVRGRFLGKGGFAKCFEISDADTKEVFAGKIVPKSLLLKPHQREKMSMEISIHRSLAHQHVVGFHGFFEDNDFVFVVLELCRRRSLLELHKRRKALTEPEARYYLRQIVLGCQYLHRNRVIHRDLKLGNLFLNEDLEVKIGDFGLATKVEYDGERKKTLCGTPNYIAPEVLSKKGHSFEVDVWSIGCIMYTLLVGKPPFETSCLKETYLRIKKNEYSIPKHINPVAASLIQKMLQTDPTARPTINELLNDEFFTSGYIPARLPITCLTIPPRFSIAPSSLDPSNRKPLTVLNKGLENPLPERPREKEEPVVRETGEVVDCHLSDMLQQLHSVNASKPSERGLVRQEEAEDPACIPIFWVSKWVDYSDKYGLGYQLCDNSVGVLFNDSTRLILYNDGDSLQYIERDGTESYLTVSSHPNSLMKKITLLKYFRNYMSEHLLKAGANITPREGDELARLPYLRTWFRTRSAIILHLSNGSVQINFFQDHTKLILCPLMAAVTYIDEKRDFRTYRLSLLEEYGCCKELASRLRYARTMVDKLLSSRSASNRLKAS
# PI5P4K alpha inh – blocks human PI5P4K alpha kinase activity | AID 652105 | max response, % | PI5P4Kalpha enzyme, ADP-Glo luminescence, 60 min; stronger effect = lower value | 330,000 compounds, 1.2% hits | P48426; active = max response of -50% or lower; inconclusive = between -30% and -50%; inactive = -30% or higher; also: value at the top dose of about 77 µM; % is scaled to controls: 0 for no effect and ±100 for the full control effect
# Target sequence (P48426 whole entry, looked up): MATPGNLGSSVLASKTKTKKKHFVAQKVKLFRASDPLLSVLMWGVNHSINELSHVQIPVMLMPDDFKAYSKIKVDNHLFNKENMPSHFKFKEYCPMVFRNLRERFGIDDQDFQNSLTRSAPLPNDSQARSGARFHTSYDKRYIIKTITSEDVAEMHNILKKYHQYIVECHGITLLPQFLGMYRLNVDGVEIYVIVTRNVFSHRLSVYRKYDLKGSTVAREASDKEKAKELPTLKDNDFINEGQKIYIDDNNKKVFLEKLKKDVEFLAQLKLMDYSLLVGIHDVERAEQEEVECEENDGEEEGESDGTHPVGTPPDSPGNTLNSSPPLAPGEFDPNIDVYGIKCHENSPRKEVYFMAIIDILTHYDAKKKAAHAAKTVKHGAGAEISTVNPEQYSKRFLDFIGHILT
#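 Human PI5P4Kalpha with substrate in 0.038 M HEPES pH 7.4, 0.28 mM EGTA, 0.1% CHAPS, 5% DMSO; reaction started with 5 microM ATP (final), 60 min at room temperature. ADP formed read by ADP-Glo luminescence.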
# EPAC2 antagonist – antagonists of human EPAC2; Q8WZA2; EPAC2 GEF exchange of Rap1B-BODIPY-GDP, fluorescence; 360,000 compounds, 0.18% hits; Potency, µM (titrated, usually from 114 µM), inactives show at the top dose activity, negative = inhibition, usual class: inhibitors; also: potency is read from the fitted curve at half-maximal effect; % is scaled to controls: 0 for no effect and ±100 for the full control effect; nearly all actives have a fitted effect of over 45% in size; many of its hits are not listed in these tables
# EPAC1 antagonist – blocks human EPAC1 exchange factor | Potency, µM (highest dose often 115 µM), for inactives: at the highest dose activity change, negative = inhibition, usual class: inhibitors | O95398 | EPAC1 GEF assay, Rap1b-BODIPY-GDP exchange fluorescence | 360,000 compounds, 0.14% hits;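 also: potency is read from the fitted curve at half-maximal effect; plate controls were vehicle for no effect and positive control for full effect; nearly all actives have a fitted effect of over 50% in size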
# Starred values were filed as active, the others as inactive; ? = inconclusive; . = not tested or not shown; & = joins results of further samples; [ ] = dose if it differs, or a comment. Unless noted, calls follow the shape of the dose curve; as a rule, active = well fitted curve in the direction sought with a large enough effect; inconclusive = small, poorly fitted or top-dose-only effect, or another doubt; inactive = no such curve, though single readings can be large; an effect the other way counts as inactive or inconclusive.
entry	smiles	PLK1 PBD block	EPAC2 antagonist	Mm-Cpn inhibitor	CCT chaperon mod	EPAC1 antagonist	PI5P4K alpha inh	WRN inhibitor	EPAC1 ag
1	COc1ccc(OC)c(NC(=O)CSc2nc3ccccc3cc2Cc2ccccc2)c1	4%	10%	1%	3.5	17%	.	-5%[57.1 µM]	-5%
2	CC(=O)c1c(C)[nH]c(C(=O)COC(=O)c2ccc3c(=O)n4c(nc3c2)CCC4)c1C	0%	18%	1%	-0.1	12%	9	-15%	0%
3	CCn1c(SCC#N)nc2ccccc2c1=O	-18%	-9%	-5%	0.2	-16%	-23	-7%	11%
4	O=C1CNC(=S)N1C(CO)c1ccccc1 (configuration not stated)	-6%	1%	2%	-1.5	-5%	3	-3%	4%
5	CC1CC1C(=O)OCC(=O)N(C)c1c(N)n(Cc2ccccc2)c(=O)[nH]c1=O (configuration not stated)	1%	3%	1%	0.4	1%	-6	8%	0%
6	O=C(CSc1nccn1Cc1ccc(F)cc1)Nc1ccc(F)cc1F	-11%	-4%	-2%	-3.5	-3%	8	-27%	-6%
7	NC(=O)c1cc2cc([N+](=O)[O-])ccc2oc1=O	2%	4%	0%	2.5	10%	2	-3%	3%
8	CC1(C)CC2CC(C)(CN2C(=O)c2cc(-c3ccccc3O)on2)C1 (configuration not stated)	3%	-9%	0%	1.2	?	12	6%	-8%
9	Cn1c(=O)c2c(ncn2CC(=O)OCC(=O)Nc2cc(Cl)ccc2Cl)n(C)c1=O	2%	5%	0%	-0.7	7%	-5	2%	-3%
10	c1ccc(-c2nc(C3CCCCC3)no2)cc1	-3%	-2%	0%	-0.6	1%	8	-6%	-6%
11	COc1ccc(S(=O)(=O)N(C)C[C@H]2OCCCC[C@H](C)Oc3ccc(NC(=O)Nc4ccc(F)cc4)cc3C(=O)N([C@H](C)CO)C[C@H]2C)cc1	-8%	-10%	.	0.5	4%	9	-3%	15%
12	COc1cc(/C=N/O)cc(Br)c1OC	-21%	4%	0%	-1.6	-17%	5	-24%	2%
13	O=C(CCN1C(=O)S/C(=C\C=C\c2ccccc2)C1=O)Nc1ccc(O)cc1	-3%	-12%	-3%	-1.0	-10%	2	1%	5%
14	CC1=NN(C(=O)c2ccc(Cn3nc(C)c([N+](=O)[O-])c3C)o2)C(O)(C(F)(F)F)C1 (configuration not stated)	-15%	-6%	0%	-6.0	-11%	-6	-29%	-36%[inhibitor]
15	O=C1C=C(Nc2cccc3cccnc23)c2ccccc2C1=O	-11%	-25%	-1%	-1.8	?	-10	-18%[57.1 µM]	1%
16	Cc1nc(C(=O)N2CCOCC2)sc1C1(C)CC(c2ccccc2)=NO1 (configuration not stated)	-3%	12%	0%	0.2	2%	-2	-3%	5%
17	CCOCCCNC(=O)C1CCC(CNS(=O)(=O)c2cccc3nsnc23)CC1 (configuration not stated)	-4%	23%	3%	-0.1	11%	.	10%	4%
18	CC(C)CN(C(=O)CSc1nnc(C2CC2)n1-c1ccccc1)C1CCS(=O)(=O)C1 (configuration not stated)	-8%	1%	0%	-1.5	-1%	-1	-2%	5%
19	COc1ccc(C(=O)NCCc2nnc3ccc(SCC(=O)NCc4ccccc4)nn23)cc1	-3%	?	1%	0.4	-10%	2	-20%	-1%
20	NS(=O)(=O)c1ccc(NC(=S)NCc2ccccc2Cl)cc1	?	-7%	2%	-1.9	1%	-2	-26%	-7%
21	COc1cc(OC)cc(C(=O)N[C@H](C(=O)Nc2nc3ccc(S(C)(=O)=O)cc3s2)C(C)C)c1	4%	3%	-5%	1.3	-14%	1	-3%	4%
22	CCN(CC)S(=O)(=O)c1ccc(-n2cnnn2)c(C)c1	-6%	9%	0%	-0.5	15%	.	-2%	-3%
23	Nc1nc(N)c2c(n1)CCCC2	-2%	-1%	0%	-3.3	-2%	6	-1%	-4%
24	CC1CCC(NC(=O)COc2ccccc2C(N)=O)CC1 (configuration not stated)	-2%	-3%	1%	0.9	2%	-3	-11%	0%
25	CSc1ccccc1NC(=O)COC(=O)CCC(=O)c1ccc(F)cc1	-11%	-4%	1%	-4.2	-13%	4	-22%	-4%
26	CC(=O)c1cccc(NC(=O)C2CCCN(S(=O)(=O)c3ccccc3)C2)c1 (configuration not stated)	3%&-8%	-1%	-1%	-2.3	4%	.	3%	12%
27	CCN(CC)CCNC(=O)c1ccc(-n2c(C)cc3c2CCCC3=O)cc1	8%	3%	2%	-0.3	-11%	2	0%[57.1 µM]	6%
28	CC(=O)N1CCN(C(=O)CCc2nc3ccccc3c(=O)[nH]2)CC1	-1%	9%	0%	1.5	1%	.	1%	-6%
29	O=C(Nc1cc2c3c(c1)CC(=O)N3CCC2)c1cccc(F)c1	-3%	-4%	-2%	3.2	11%	5	-3%	2%
30	CCN1C(=O)c2ccccc2Sc2ccc(C(=O)NCCCN(CC(C)C)CC(C)C)cc21	-2%	3%	-1%	-0.8	0%	27	-2%	-10%
31	COc1ccccc1C=C1CCc2ccccc2C1=O	0%	-26%	.	-2.7	-4%	-11	-6%	4%
32	O=C(N/N=C/c1cccc(Oc2ccccc2)c1)c1ccc(O)cc1O	4%	-9%	-6%	0.1	-10%	-4	-8%	4%
33	OCCCNc1nc(-c2ccc(Cl)cc2)nc2ccccc12	2%	-3%	-4%	-0.5	-6%	19	-2%	3%
34	COc1cc(OC)c(C(=O)OCC(=O)Nc2cc(C)on2)cc1OC	-9%	-5%	-6%	-4.7	1%	6	-25%	-2%
35	Cc1sc(C(C2C(=O)CC(C)(C)CC2=O)C2C(=O)CC(C)(C)CC2=O)cc1[N+](=O)[O-]	4.7µM*	-2%[57.1 µM]	1%	1.5	-10%	?	-9%[11.6 µM]	-11%
36	CCCCCn1c(Sc2nc3ccccc3s2)nc2c1c(=O)[nH]c(=O)n2C	-10%	-1%	0%	-3.5	12%	.	3%	-15%
37	COc1ccc(C(=O)NC2CC2)cc1OC1CCN(Cc2ccc(F)cc2F)CC1	-3%	4%	-2%	-2.6	-23%	2	?	0%
38	Cc1ccc(OCC(=O)OCc2c(C)noc2C)cc1C	0%	-2%	2%	0.0	-12%	9	-5%	0%
39	C=CCSc1nnc(N2C(=O)C(O)=C(C(=O)c3ccco3)C2c2ccc(F)cc2)s1 (configuration not stated)	?	-19%	-10%	-2.5	-27%	?	-8%	-2%
40	CCOC(=O)c1ccc(NC(=O)Nc2nncs2)cc1	8%	-19%	.	-2.1	12%	7	0%	-1%
41	CCOC1=C2CN(S(=O)(=O)c3ccc(C)cc3)[C@@H](c3cccs3)C[C@H]2[C@H]2C(=O)N(c3ccccc3)C(=O)[C@H]2C1	-2%	1%	.	-3.2	-8%	2	-1%	19%
42	CC1CCCC(NC(=O)Cn2cc(Br)ccc2=O)C1C (configuration not stated)	-2%	-2%	-1%	0.5	6%	4	0%	6%
43	CC(C)n1c(O)c(/C=C2\C=Nc3ccccc32)sc1=Nc1ccccc1	-3%	-5%	0%	-4.5	0%	.	-17%	6%
44	CCN(CC)c1nc2ccccc2nc1C(C#N)C(=O)NCCCOC (configuration not stated)	4%	-4%	-2%	2.1	-5%	-3	-17%	-5%
45	CCc1nc2ccc(C(=O)NCc3cccs3)cn2c1N(CC)CCOC	-1%	14%	.	0.1	-1%	2	-7%	4%
46	COc1ccccc1CNC(=O)[C@@H]1CCCN1C(=O)[C@@H]1Cc2ccccc2CN1C(=O)OC(C)(C)C	-1%	-1%	-1%	2.0	-4%	0	2%	2%
47	COC(=O)c1cc(CN2CCN(c3ccccc3C)CC2)ccc1O	-7%	-5%	0%	-1.2	-2%	.	-7%	16%
48	COc1cccc(CN2CCNC(=O)C2CC(=O)NCCOc2cccnc2)c1OC (configuration not stated)	-3%	1%	-3%	0.9	-23%	3	7%	-2%
49	O=C(CCC(=O)Nc1ccccc1Cl)N/N=C/c1ccccc1	-9%	17%	0%	-2.1	4%	-6	-2%	-6%
50	COc1ccc(OC)c2sc(N3CCN(c4ccccc4)CC3)nc12	-24%	-1%	.	0.4	-12%	9	-8%	9%
51	CC(NC(=O)c1cccc(Cn2cc([N+](=O)[O-])cn2)c1)c1ccc(C(C)(C)C)cc1 (configuration not stated)	-7%	-7%	0%	-0.4	-26%	.	-8%	4%
52	COc1ccc(S(=O)(=O)N2CCN3CCCC3C2)cc1 (configuration not stated)	0%	13%	-1%	1.1	17%	2	10%	-11%
53	O=[N+]([O-])c1ccccc1CSc1nc2ccccc2o1	-15%	-12%	2%	-2.7	3%	19	-5%	19%
54	O=c1c2cc(N3CCOCC3)ccc2[nH]c(=S)n1CCN1CCCC1	-7%	1%	-9%	-1.2	12%	.	-6%	7%
55	CN(C)CCCn1c(SCc2ccc(Cl)cc2)nnc1-c1ccncc1	0%	40%[activator]	-1%	0.2	12%	0	7%	-11%
56	Cc1ccc(Cl)cc1NC(=S)N(CCCN1CCOCC1)Cc1ccccn1	-10%	-2%	0%	-1.3	6%	-6	5%	10%
57	O=C(O)CSc1nnc(-c2cccs2)n1-c1ccc(Cl)cc1	27µM*	2%	-6%	-0.1	-8%	-25	4%	-2%
58	CCCOc1ccc(-c2nc(N)n[nH]2)cc1	-12%	-5%	-1%	-0.3	6%	.	-1%	0%
59	O=S1(=O)CCC(S(=O)(=O)N2CCCCCC2)C1 (configuration not stated)	-12%	12%	3%	1.4	9%	3	-11%	3%
60	CC(=O)Nn1c(C)nnc1-n1nc(C)cc1C	-9%	-1%	-1%	-2.2	-7%	10	0%	15%

# (further entries)
entry	smiles	PLK1 PBD block	EPAC2 antagonist	Mm-Cpn inhibitor	CCT chaperon mod	EPAC1 antagonist	PI5P4K alpha inh	WRN inhibitor	EPAC1 ag
61	Cn1c(=O)n(CC(=O)N2CCOCC2)c2ccccc21	-6%	9%	1%	-1.9	18%	-7	7%	1%
62	CCOc1ccc(NS(=O)(=O)c2ccc3[nH]c(=O)[nH]c3c2)cc1	-2%	2%	-1%	1.4	6%	-27	-1%	5%
63	CSCC[C@@H](CO)NC(=O)[C@H]1O[C@@H](n2ccc(N)nc2=O)[C@H](O)[C@@H]1O	3%	8%	.	0.2	5%	1	5%	3%
64	O=C(COC(=O)Cn1nnc(-c2ccccc2)n1)Nc1ccccc1Br	1%	-8%	0%	-0.6	-5%	6	2%	0%
65	COc1ccc(Cl)cc1-c1cc(C(=O)NCC2CCCCC2)[nH]n1	5%	-8%	.	-1.1	-20%	-9	2%	1%
66	CC(C)Sc1nc(SCC(=O)O)c2c3c(sc2n1)COC(C)(C)C3	-14%	-15%	-4%	-1.3	12%	-2	-2%	10%

# Only part of the results is shown, so the mix of outcomes need not match the whole.
